IDH1 R132H inh: inhibitors of human IDH1 R132H; 0.18% of 70,000 active; IDH1 R132H reductase, diaphorase/resazurin fluorescence, 60 min; inhibition, % at 10 µM; O75874; in the data active = inhibition above about 34%; inconclusive = no clear call, values can overlap the other calls; inactive = below about 11%;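 note: 0% = DMSO and 100% = no enzyme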
Target sequence (O75874 whole entry R132H): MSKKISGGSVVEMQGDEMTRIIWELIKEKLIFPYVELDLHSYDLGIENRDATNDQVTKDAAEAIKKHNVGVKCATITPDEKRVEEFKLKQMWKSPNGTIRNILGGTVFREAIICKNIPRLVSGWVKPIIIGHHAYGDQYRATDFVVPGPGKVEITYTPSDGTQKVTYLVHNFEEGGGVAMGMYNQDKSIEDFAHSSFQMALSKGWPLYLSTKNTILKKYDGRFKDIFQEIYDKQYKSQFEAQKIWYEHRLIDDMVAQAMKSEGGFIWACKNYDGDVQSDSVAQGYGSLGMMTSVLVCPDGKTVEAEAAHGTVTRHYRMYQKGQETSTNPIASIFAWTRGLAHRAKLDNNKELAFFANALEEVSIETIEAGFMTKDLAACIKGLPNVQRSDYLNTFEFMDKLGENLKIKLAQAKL
EZH2 inh: inhibitors of human EZH2/PRC2 methyltransferase; Q15910; AID 651548; PRC2 H3K27 methylation, DELFIA TRF, 1 h; 0.35% of 57,000 active; inhibition, % at 12.5 µM;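 active = mean inhibition of replicates at least 50% and every single replicate also reaching 50%; inconclusive = mean inhibition at least 50% but some replicate falls below 50%; inactive = mean inhibition under 50%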;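 note: dimethyl H3K27 on biotinylated H3 21-44 peptide detected by antibody; plate controls were median neutral control wells for no effect and median positive control wells for full effect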
Active calls of the source: *; ? = inconclusive; / = not tested or not shown.

Molecule,IDH1 R132H inh,EZH2 inh
COc1ccc(NCC(O)Cn2ccc3ccccc32)cc1 (stereo unspecified),-0.4,-10
O=C(CC1CCOCC1)Nc1ccc(I)cc1,0.0,12
Cc1ccccc1-c1cnc2c(c1)C(=O)N([C@H](C)CO)C[C@H](C)[C@H](CN(C)C(=O)CC1CC1)O2,0.2,3
COc1ccc(S(=O)(=O)N(C)C[C@H]2OCc3ccccc3-c3ccccc3C(=O)N([C@H](C)CO)C[C@@H]2C)cc1,-5.2,-8
O=C(Nc1ccc(F)cc1)Nc1ccc2c(c1)[C@H]1C[C@H](CC(=O)N3CCCCC3)O[C@H](CO)[C@H]1O2,0.7,-3
C[C@H]1CN([C@@H](C)CO)C(=O)Cc2cc(NC(=O)Cc3ccccc3)ccc2O[C@H]1CN(C)Cc1ccc(C(=O)Nc2ccccc2N)cc1,0.9,5
COc1ccc(NC(=O)C(=O)NCC(=O)Nc2ccccc2OC)cc1,-0.3,19
CS(=O)(=O)N(CC(=O)NC1CC1)c1ccc(Cl)c(Cl)c1,0.0,0
O=C(C[C@@H]1CC[C@H](NS(=O)(=O)c2ccc(F)cc2)[C@@H](CO)O1)N1CCC(Cc2ccccc2)CC1,-0.3,-3
CC(C)NC(=O)N(C)C[C@@H]1Oc2ccc(NC(=O)NC3CCCCC3)cc2C(=O)N([C@@H](C)CO)C[C@H]1C,-1.5,/
CCC(=O)N[C@@H]1C=C[C@@H](CC(=O)NCc2ccccc2F)O[C@H]1CO,0.2,-7
C[C@H](CO)N1C[C@H](C)[C@@H](CN(C)CC2CC2)Oc2ccc(NC(=O)Nc3ccccc3)cc2CC1=O,-0.7,-20
C[C@@H]1CCCCO[C@@H](CN(C)C(=O)NC2CCCCC2)[C@H](C)CN([C@@H](C)CO)C(=O)c2cc(NS(=O)(=O)c3ccc(F)cc3)ccc2O1,1.2,/
C[C@H]1CCCCO[C@H](CN(C)S(=O)(=O)c2ccccc2)[C@@H](C)CN([C@@H](C)CO)C(=O)c2cc(NC(=O)Cc3ccccc3)ccc2O1,-0.8,/
C/C=C1\[C@H](O[C@@H]2O[C@H](CO)[C@@H](O)[C@H](O)[C@H]2O)OC=C(C(=O)O)[C@H]1CC(=O)OCCc1ccc(O)cc1,-0.2,/
C[C@H](CO)N1C[C@H](C)[C@H](CN(C)S(=O)(=O)c2ccc(Cl)cc2)Oc2ccc(NC(=O)CCC(F)(F)F)cc2C1=O,2.8,8
CCCC#Cc1ccc2c(c1)O[C@@H](CN(C)C(=O)c1ccncc1)[C@H](C)CN([C@@H](C)CO)S2(=O)=O,0.2,1
Cc1ccc(S(=O)(=O)N(C)C[C@@H]2Oc3ccc(NC(=O)Nc4ccc(C(F)(F)F)cc4)cc3C(=O)N([C@@H](C)CO)C[C@H]2C)cc1,0.0,/
C[C@H]1CN([C@@H](C)CO)C(=O)c2cc(/C=C/c3ccccc3)cnc2O[C@@H]1CN(C)C(=O)CN1CCOCC1,3.0,-9
C[C@@H]1CN([C@H](C)CO)S(=O)(=O)c2ccc(C#CC(C)(C)O)cc2O[C@@H]1CN(C)Cc1ccccc1,-6.3,2
C[C@H](CO)N1C[C@H](C)[C@H](CN(C)C(=O)c2ccccc2)Oc2cc(C3=CCCCC3)ccc2S1(=O)=O,-0.1,-4
CCCN(C)C[C@H]1Oc2cc(C#Cc3ccc(F)cc3)ccc2S(=O)(=O)N([C@H](C)CO)C[C@H]1C,-0.1,/
Cc1ccc(S(=O)(=O)N(C)C[C@H]2Oc3ccc(NS(=O)(=O)c4c(C)noc4C)cc3CC(=O)N([C@H](C)CO)C[C@@H]2C)cc1,-4.7,/
COc1cc(O)cc(C(=O)O)c1Oc1cc(C)cc(O)c1C(=O)O,1.7,/
CC(=O)N(C)C[C@H]1Oc2ncc(C#Cc3ccccc3)cc2C(=O)N([C@H](C)CO)C[C@H]1C,-0.5,/
C[C@H](CO)N1C[C@H](C)[C@@H](CN(C)Cc2ccc(C(=O)O)cc2)Oc2ccc(NC(=O)c3ccncc3)cc2C1=O,-1.2,6
CCCC(=O)Nc1ccc2c(c1)OC[C@H](C)N(Cc1ccc(F)cc1)C[C@H](C)[C@@H](OC)CN(C)C2=O,0.1,-13
Cc1ccc(S(=O)(=O)N[C@H]2CC[C@H](CCNC(=O)Cc3ccccn3)O[C@H]2CO)cc1,-0.4,1
CC1CCc2cc(F)cc3c(=O)c(C(=O)O)cn1c23 (stereo unspecified),2.0,/
CC(C)NC(=O)Nc1ccc2c(c1)C(=O)N([C@H](C)CO)C[C@H](C)[C@@H](CN(C)C(=O)c1ccncc1)OCCCC[C@@H](C)O2,1.3,-5
C[C@@H]1CN([C@H](C)CO)C(=O)Cc2cc(NC(=O)C3CC3)ccc2O[C@@H]1CN(C)Cc1ccc(C(F)(F)F)cc1,-0.7,-3
O=C(Cc1ccccn1)N[C@@H]1CC[C@@H](CCNC(=O)c2cc(Cl)cc(Cl)c2)O[C@H]1CO,-0.5,-4
O=C(CCCCCCC(=O)Nc1ccccc1O)N/N=C\c1ccc2ccccc2n1,/,22
CCCNC(=O)C[C@@H]1C[C@@H]2c3cc(NC(=O)NC4CCCCC4)ccc3O[C@@H]2[C@H](CO)O1,0.4,-4
COCC#Cc1cnc2c(c1)C(=O)N([C@@H](C)CO)C[C@@H](C)[C@@H](CN(C)C(=O)C1CCOCC1)O2,0.2,-1
C[C@@H]1CN([C@H](C)CO)C(=O)Cc2cc(NC(=O)CCCN(C)C)ccc2O[C@H]1CN(C)S(=O)(=O)c1ccc(F)cc1,0.2,0
CC(=O)c1cccc(NC(=O)c2ccsc2NC(=O)COc2ccccc2)c1,1.9,8
COCc1cn(CC[C@H]2CC[C@H](NC(=O)Nc3ccc(F)cc3)[C@H](CO)O2)nn1,0.1,1
COc1cccc(C(=O)Nc2ccc3c(c2)C(=O)N(C)C[C@@H](OC)[C@@H](C)CN[C@H](C)CO3)c1,0.2,14
C[C@@H](NC(=O)C[C@H]1CC[C@@H](NC(=O)Nc2ccc3c(c2)OCO3)[C@H](CO)O1)c1ccccc1,0.1,-3
CO[C@H]1CN(C)C(=O)c2ccc(NC(=O)Nc3cc(F)ccc3F)cc2OC[C@H](C)N(C(=O)c2cnccn2)C[C@H]1C,-0.3,-11
COC(=O)c1cccc(NC(=O)CSc2nnc(-c3ccc(Cl)cc3)n2C)c1,-0.1,-9
O=[N+]([O-])c1ccc(OCc2nc(-c3cccnc3)no2)cc1,-0.1,3
C[C@H](CO)N1C[C@H](C)[C@@H](CN(C)Cc2ccccc2C(=O)O)Oc2ncc(C#CC3CC3)cc2C1=O,0.6,-13
C[C@@H]1CN([C@H](C)CO)S(=O)(=O)c2ccc(C3=CCCCC3)cc2O[C@H]1CN(C)Cc1cccc(C(=O)O)c1,/,?
C[C@@H]1CN([C@H](C)CO)C(=O)c2cc(NS(=O)(=O)c3ccccc3)ccc2O[C@@H](C)CCCCO[C@@H]1CN(C)S(C)(=O)=O,-1.8,/
C[C@@H]1CN([C@@H](C)CO)C(=O)c2cc(C#Cc3ccccc3)cnc2O[C@@H]1CN(C)C(=O)C1CC1,-0.9,-15
COc1ccccc1-c1cnc2c(c1)C(=O)N([C@@H](C)CO)C[C@@H](C)[C@H](CN(C)Cc1cccc(F)c1)O2,-3.0,-24
O=C(N[C@H]1CC[C@H](CCNS(=O)(=O)c2cccc(Cl)c2)O[C@@H]1CO)c1ccc(F)cc1,0.2,-1
Cc1ccc(S(=O)(=O)NCC[C@H]2CC[C@H](NC(=O)c3cccnc3)[C@@H](CO)O2)cc1,-0.4,-9
C[C@@H]1CN([C@@H](C)CO)C(=O)c2cc(NC(=O)Cc3ccccc3)ccc2O[C@@H]1CN(C)S(=O)(=O)c1ccccc1,-1.1,-9
C[C@H](CO)N1C[C@H](C)[C@H](CN(C)C(=O)c2ccccn2)Oc2ncc(Br)cc2C1=O,-0.3,-8
COc1ccc(NC(=O)N(C)C[C@@H]2Oc3ncc(C#Cc4ccccc4)cc3C(=O)N([C@H](C)CO)C[C@@H]2C)cc1,-0.5,/
CO[C@H]1CN(C)C(=O)c2cc(NC(C)=O)ccc2OC[C@@H](C)N(Cc2ccccc2F)C[C@H]1C,0.3,6
COc1ccc(S(=O)(=O)Nc2ccc3c(c2)[C@H]2C[C@@H](CC(=O)O)O[C@H](CO)[C@H]2O3)cc1,-1.2,10
Nc1nnc(SCCN2C(=O)c3ccccc3S2(=O)=O)s1,0.6,1

Next part.
Molecule,IDH1 R132H inh,EZH2 inh
C[C@H](CO)N1C[C@H](C)[C@H](CN(C)CC2CC2)Oc2ccc(NC(=O)Cn3cnnn3)cc2C1=O,1.2,-1
CSc1ccccc1NC(=O)CN(c1cc(C(F)(F)F)ccc1Cl)S(C)(=O)=O,-0.5,5
O=C(C[C@@H]1CC[C@H](NC(=O)c2ccc(F)cc2)[C@H](CO)O1)NCc1ccncn1,0.2,13
Cc1nn(C)c(C)c1/C=C/C(=O)C(C)(C)C,-1.1,-10
CC1CCN(S(=O)(=O)c2cccc(C(=O)NC(C)(C)CO)c2)CC1,-0.6,-3
C[C@@H]1CN([C@H](C)CO)C(=O)Cc2cc(NS(=O)(=O)c3cn(C)cn3)ccc2O[C@@H]1CN(C)S(=O)(=O)c1ccccc1,0.9,/
C[C@H](CO)N1C[C@H](C)[C@H](CN(C)S(=O)(=O)c2cccs2)Oc2ccc(NS(=O)(=O)c3ccc(Cl)cc3)cc2C1=O,-1.4,/
COc1ccccc1-c1cc(=O)c2ccccc2o1,-0.9,/
CCCC(=O)Nc1ccc2c(c1)C(=O)N(C)C[C@@H](OC)[C@@H](C)CN(CCC)[C@@H](C)CO2,0.1,-2
C[C@@H]1CN([C@H](C)CO)S(=O)(=O)c2ccc(C#CC3CC3)cc2O[C@@H]1CN(C)S(C)(=O)=O,2.5,-1
C[C@H](CO)N1C[C@H](C)[C@H](CN(C)C(=O)Nc2cccc3ccccc23)Oc2ccc(NC(=O)Nc3cccc4ccccc34)cc2CC1=O,-0.2,/
CO[C@H]1CN(C)C(=O)c2ccc(NS(=O)(=O)c3ccccc3)cc2OC[C@H](C)NC[C@H]1C,0.0,-2
COc1cc(CNCc2ccccc2)cc(I)c1OCC#N,-0.9,/
CCC(=O)Nc1ccc2c(c1)OC[C@@H](C)N(C(C)=O)C[C@@H](C)[C@@H](OC)CN(C)C2=O,-0.1,10
COc1ccccc1C(=O)Nc1ccc2c(c1)C(=O)N(C)C[C@H](OC)[C@@H](C)CN(CC1CC1)[C@H](C)CO2,0.0,1
COc1ccc(-c2c(-c3ccc(OCc4cnn(-c5ccccc5)c4)c(C)c3O)n[nH]c2C)cc1,0.5,-3
CC(C)NC(=O)Nc1cccc2c1O[C@@H](CN(C)C(=O)Nc1ccc(F)cc1)[C@@H](C)CN([C@@H](C)CO)C2=O,/,-18
CC(C)C#Cc1ccc2c(c1)O[C@H](CN(C)C(=O)c1cccnc1)[C@H](C)CN([C@H](C)CO)S2(=O)=O,1.4,-7
C[C@H]1CCCCO[C@H](CN(C)C(=O)CCC(F)(F)F)[C@@H](C)CN([C@@H](C)CO)C(=O)c2cc(NS(=O)(=O)c3cn(C)cn3)ccc2O1,3.8,/
COc1ccc(NC(=O)N(C)C[C@H]2Oc3ccc(NC(=O)CCC(F)(F)F)cc3C(=O)N([C@H](C)CO)C[C@@H]2C)cc1,/,-3
C[C@@H]1CN([C@H](C)CO)C(=O)c2cccc(NC(=O)Nc3ccc(F)cc3)c2O[C@H]1CN(C)S(=O)(=O)c1cn(C)cn1,0.7,/
C[C@H](CO)N1C[C@H](C)[C@H](CN(C)S(C)(=O)=O)Oc2ccc(NC(=O)Nc3ccc(C(F)(F)F)cc3)cc2C1=O,0.0,-10
COCc1cn(CC[C@@H]2CC[C@@H](NC(=O)Nc3ccc(OC)cc3)[C@H](CO)O2)nn1,0.2,8
C[C@@H]1CN([C@H](C)CO)C(=O)c2cc(NS(=O)(=O)c3cn(C)cn3)ccc2O[C@@H]1CN(C)S(=O)(=O)c1cccs1,0.1,/

Profiles, looked up by structure.
C[C@H](CO)N1C[C@H](C)[C@H](CN(C)S(C)(=O)=O)Oc2ccc(NC(=O)Nc3ccc(C(F)(F)F)cc3)cc2C1=O is entered as IDH1 R132H inh: 0.0; EZH2 inh: -10
C[C@@H]1CN([C@H](C)CO)C(=O)c2cccc(NC(=O)Nc3ccc(F)cc3)c2O[C@H]1CN(C)S(=O)(=O)c1cn(C)cn1 is entered as IDH1 R132H inh: 0.7; EZH2 inh: /
C[C@H]1CCCCO[C@H](CN(C)C(=O)CCC(F)(F)F)[C@@H](C)CN([C@@H](C)CO)C(=O)c2cc(NS(=O)(=O)c3cn(C)cn3)ccc2O1 is entered as IDH1 R132H inh: 3.8; EZH2 inh: /

Next compounds:
Molecule,IDH1 R132H inh,EZH2 inh
C[C@H]1CN([C@@H](C)CO)C(=O)c2cc(C#Cc3ccccc3)cnc2O[C@@H]1CN(C)C(=O)C1CC1,-0.9,2
C[C@H]1CN([C@@H](C)CO)C(=O)c2cc(NC(=O)Cc3cn(C)c4ccccc34)ccc2O[C@@H]1CN(C)Cc1ccccc1,/,-16
C[C@@H]1CN([C@@H](C)CO)C(=O)c2cc(NS(=O)(=O)c3ccc(Cl)cc3)ccc2O[C@H]1CN(C)S(=O)(=O)c1ccc(Cl)cc1,1.9,/
O=S(=O)(N[C@@H]1CCCN(Cc2cccc(OCCO)c2)C1)c1cc(Cl)ccc1Cl,19,-7

Compound activity deposited in PubChem by Broad Institute.

Some of the compounds tested; rates above refer to the full screens.
